Bioassay records as filed in PubChem.
DENV2 CPE = inhibitors of DENV2 cytopathic effect. DENV2-infected cells, cytopathic effect rescue, plate reader. CPE inhibition, % at 9.99 µM. hit rate 1.7% among 350,000. AID 651640; in the data active = CPE inhibition above about 20%, passing the limit was not always enough; inconclusive = no clear call, values can overlap the other calls; tested in BHK-21 cells;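 note: 0% = median of neutral control wells and 100% = median of positive control wells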
ERp5 block = ERp5 (human) disulfide isomerase inhibition. AID 651711. hit rate 0.05% among 350,000. ERp5 insulin aggregation, absorbance 650 nm, 90 min. Q15084. inhibition, % at 9.99 µM;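 active = mean replicate inhibition above about 25%, with every replicate also reaching it, limit read from the data, passing the limit was not always enough; inconclusive = only one of those two criteria met; inactive = neither criterion met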
Target sequence (Q15084 whole entry, looked up): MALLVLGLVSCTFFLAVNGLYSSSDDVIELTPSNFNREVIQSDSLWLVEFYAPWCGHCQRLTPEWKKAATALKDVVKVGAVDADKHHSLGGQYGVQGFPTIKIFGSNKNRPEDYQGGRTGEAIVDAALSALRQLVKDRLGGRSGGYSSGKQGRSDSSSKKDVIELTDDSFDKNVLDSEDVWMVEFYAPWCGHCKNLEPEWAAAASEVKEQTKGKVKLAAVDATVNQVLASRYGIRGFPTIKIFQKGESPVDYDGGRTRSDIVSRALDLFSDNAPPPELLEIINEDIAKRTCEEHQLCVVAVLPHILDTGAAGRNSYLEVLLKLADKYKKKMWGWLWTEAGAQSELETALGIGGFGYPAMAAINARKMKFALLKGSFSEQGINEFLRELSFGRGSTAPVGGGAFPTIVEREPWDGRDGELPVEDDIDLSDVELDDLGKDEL
CASP6 VEID inh = inhibitors of human caspase-6. P55212. purified caspase-6, Z-VEID-R110 cleavage fluorescence. inhibition, % at 12.5 µM. hit rate 0.53% among 350,000. AID 686996;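 active = mean inhibition across replicates at least about 35%, with every replicate also reaching that limit, limit read from the data; inconclusive = only one of the two criteria met; inactive = neither criterion met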;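 note: 0% = median of neutral control wells and 100% = no fluorescence left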
Target sequence (P55212 24-179 limits assumed): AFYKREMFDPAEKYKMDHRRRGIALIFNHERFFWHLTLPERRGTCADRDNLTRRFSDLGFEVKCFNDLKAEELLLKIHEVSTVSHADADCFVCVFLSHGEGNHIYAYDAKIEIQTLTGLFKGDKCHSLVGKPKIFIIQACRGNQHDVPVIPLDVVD
Target sequence (P55212 194-293 limits assumed): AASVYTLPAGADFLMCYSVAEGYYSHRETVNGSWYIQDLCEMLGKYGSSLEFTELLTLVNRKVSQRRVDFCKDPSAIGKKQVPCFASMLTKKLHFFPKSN
SIRT5 block = sirtuin-5 (human) deacylase inhibition. Q9NXA8. Purified SirT5, succinyl-peptide AMC, trypsin-coupled fluorescence. inhibition, % at 15 µM. hit rate 1.1% among 330,000. AID 652115; in the data active = inhibition above about 15%; inconclusive = no clear call, values can overlap the other calls
Target sequence (Q9NXA8 whole entry, looked up): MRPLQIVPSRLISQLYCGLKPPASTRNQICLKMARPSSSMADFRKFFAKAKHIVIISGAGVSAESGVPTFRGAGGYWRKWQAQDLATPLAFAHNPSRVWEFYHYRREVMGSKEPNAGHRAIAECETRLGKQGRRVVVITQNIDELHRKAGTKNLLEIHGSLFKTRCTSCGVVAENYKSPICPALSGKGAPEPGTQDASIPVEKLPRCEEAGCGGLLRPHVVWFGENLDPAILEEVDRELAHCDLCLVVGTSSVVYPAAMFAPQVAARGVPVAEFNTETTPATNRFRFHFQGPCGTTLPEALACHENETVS
miR-122 sensor = blocks miR-122 activity in Huh7 sensor cells; AID 602342; Huh7 miR-122 Renilla luciferase sensor, 48 h; neutral wells = 0, positive control = 100; hit rate 0.3% among 340,000; activation (reporter increase), % at 12.5 µM;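 active = mean replicate activation score at least 90 and every replicate individually at or above 90; inconclusive = only one of the two criteria met; inactive = neither criterion met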;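 note: higher luciferase means less miR-122 activity so hits act as miR-122 inhibitors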
F508del corr = correctors of CFTR F508del function in bronchial epithelial cells; CFBE cells, YFP halide quenching; stimulated with forskolin plus potentiator P3; % fluorescence drop versus neutral controls; hit rate 0.36% among 350,000; activity (quench increase), % at 7.58 µM;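 active = mean added fluorescence quench of at least 8% versus neutral control, with both replicates also reaching 8%; inconclusive = only one of the mean or replicate conditions met; inactive = mean below 8% and not both replicates reaching 8%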;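 note: cells transiently co-express mutant CFTR-F508del with the halide-sensitive YFP; corrector assay measuring rescue of mutant channel to the surface after 24 h compound exposure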
ERAP1 inh = ERAP1 (human) enzyme inhibition; Q9NZ08; recombinant ERAP1, Leu-AMC fluorescence, 60 min; inhibition, % at 10.7 µM; hit rate 0.15% among 340,000;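 active = mean replicate inhibition of at least 30%, or all replicates individually reaching that 30% level; inactive = mean below 30% and not every replicate reaching it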;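 note: 0% = neutral control wells and 100% = L-leucinethiol positive control wells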
Active calls of the source: *; u = inconclusive; x = no result given; & = joins results of further samples; [ ] = remark or other dose. Rows were taken by chance; 4% or so of the library scored in one or more.

SMILES | DENV2 CPE | ERp5 block | CASP6 VEID inh | SIRT5 block | miR-122 sensor | F508del corr | ERAP1 inh
O=C(COc1ccccc1F)NC1CC1 | 3 | -6 | -1 | -4 | -1 | 1.9 | 0
CCS(=O)(=O)N1CC2(C1)[C@H](c1ccccc1)[C@H](CO)N2CCC(F)(F)F | -6 | 2 | -1 | 6 | x | -3.4 | 0
CC(=O)NC(CCS(C)(=O)=O)C(=O)Nc1ccc2c(c1)OCO2 (stereo not drawn) | -11 | 0 | 0 | -5 | 0 | -3.7 | 4
CC(=O)NCc1ccc2[nH]c(C)cc2c1 | -6 | 12 | 4 | 0 | x | 2.5 | 4
CCCNC(=O)C[C@@H]1CC[C@@H]2[C@H](COc3ccc(NC(=O)c4cccc(F)c4)cc3C(=O)N2C)O1 | 0 | 12 | 2 | -2 | 1[16.7 µM] | 0.0 | 3
CCN1CCN(S(=O)(=O)c2ccc(Cl)c(C(=O)Oc3ccc(CC(=O)OC)cc3)c2)CC1 | 0 | -1 | -1 | -2 | -4 | -0.7 | 1
CC(=O)Nc1cccc(O)c1 | -24 | 1 | -1 | x | -1 | -2.3 | 1
C[C@@H]1CN([C@H](C)CO)C(=O)c2cc(NC(=O)C3CC3)ccc2O[C@H]1CN(C)C | -3 | -10 | 1 | 0 | -6[16.7 µM] | 0.3 | 0
CC(=O)c1ccc(-c2ccc(C(=O)N3CCCc4ccccc43)o2)cc1 | x | 0 | 1 | 3 | x | -4.2 | -2
CC(Oc1ccccc1)C(=O)NC1CCSc2ccccc21 (stereo not drawn) | -5 | -2 | -3 | -1 | 0 | -2.3 | -4
COc1ccc([N+](=O)[O-])cc1NC(=O)CN(C)S(=O)(=O)c1ccccc1 | -1 | 1 | 6 | -1 | -10 | 0.8 | 0
COc1cc(/C=N/Nc2nc(C)cc(C)n2)ccc1O | 11 | 5 | 1 | -5 | 1 | 0.6 | -2
CCCCN(C(=O)c1cccc(S(=O)(=O)N2CCCCC2)c1)C1CCS(=O)(=O)C1 (stereo not drawn) | 4 | 0 | 7 | -3 | 1 | -0.6 | -3
COc1ccc(NC(=O)N(C)C[C@H]2Oc3c(NC(=O)C4CCCCC4)cccc3C(=O)N([C@H](C)CO)C[C@@H]2C)cc1 | -4&-1 | 11 | 0 | -3 | -4[16.7 µM] | -1.0&0.6 | 1
S=c1[nH]ncn1NCc1cccc(Br)c1 | -2 | 5 | -1 | 0 | -1 | -2.0 | 2
CCS(=O)(=O)N1CCN(c2ccc([N+](=O)[O-])c(NCc3cccnc3)c2)CC1 | 0 | -1 | 10 | 3 | x | 0.4 | 5
CC(=O)c1cccc(OCC(O)CNCC2COc3ccccc3O2)c1 (stereo not drawn) | 0 | 2 | -4 | -2 | x | -0.5 | 1
O=Cc1ccccc1-n1cncn1 | -23 | 1 | x | -5 | 0 | 1.7 | -4
Cc1c(C(=O)O)sc(S(=O)(=O)N2CCN(C(=O)CCc3ccccc3)CC2)c1C(=O)O | -7 | -8 | 4 | -2 | -5 | -3.6 | -1
CCOC(=O)/C(Sc1nc(-c2ccccc2)cc(-c2ccccc2)c1C#N)=C(\C)O | 5 | -9 | 1 | 0 | x | 2.0 | -1
CCn1cc(CN2CCC(C(=O)Nc3cccc(-c4cscn4)c3)CC2)cn1 | 1 | 7 | -6 | -4 | 4 | -1.8 | 0
CC(=O)c1ccc(NC(=O)C(C)Sc2ccccn2)cc1 (stereo not drawn) | -2 | -15 | 0 | 5 | 0 | -4.1 | -1
C[C@@H](O)C#Cc1ccc([C@@H]2[C@H]3CN(C(=O)c4ccncc4)CCCCN3[C@H]2CO)cc1 | -4 | -4 | -1 | 5 | 9[16.7 µM] | -3.0 | 1
COc1ccc(NC(=O)N(C)C[C@H]2Oc3ccc(NC(=O)Nc4ccc(F)cc4)cc3CC(=O)N([C@@H](C)CO)C[C@@H]2C)cc1 | 3 | -4 | -2 | -4 | -6[16.7 µM] | -0.9 | 3
O=C(CN1CCN(c2cccc(Cl)c2)CC1)Nc1ccc([N+](=O)[O-])cc1C(=O)Nc1ccccc1F | -1 | 1 | 0 | 0 | x | -2.4 | 0
CC1(C(=O)N2CCCCC2)CCN1C(=O)c1ccccc1CCc1ccccc1 (stereo not drawn) | -5 | 1 | 0 | -2 | 16 | 0.6 | -2
C[C@H](CO)N1C[C@H](C)[C@H](CN(C)Cc2ccncc2)Oc2cc(-c3ccccc3)ccc2S1(=O)=O | -14 | 3 | -2 | 8 | -9[16.7 µM] | -0.4 | -2
COCC(=O)N(C)C[C@@H]1Oc2cc(C#CC3CC3)ccc2S(=O)(=O)N([C@H](C)CO)C[C@@H]1C | 3 | -5 | 1 | -1 | -2[16.7 µM] | 1.5 | -3
CCCC#Cc1ccc2c(c1)O[C@@H](CN(C)C(=O)NCCC)[C@H](C)CN([C@H](C)CO)S2(=O)=O | -5 | -4 | -2 | -4 | 5[16.7 µM] | 0.8 | -3
Cc1ccc(CN2CCC[C@]3(N[C@H](c4ccc(C(F)(F)F)cc4)[C@@H]4C(=O)N(Cc5ccccc5)C(=O)[C@@H]43)C2=O)cc1 | u | -3 | 1 | -5 | -5 | 1.0 | -3
CN1[C@H](C(=O)NCCN2CCCCC2)[C@@H](CO)[C@@H]2Cn3c(ccc(-c4ccc(F)cc4)c3=O)[C@@H]21 | -2 | -2 | -2 | 1 | 5[16.7 µM] | -0.9 | -1
CN1CCN(C(=O)C(=O)c2cn(CC(=O)N3CCCC3)c3ccccc23)CC1 | 15 | -2 | 0 | 8 | 1 | -0.1 | 1
CC(C)NC(=O)N(C)C[C@@H]1Oc2cc(C#CCN(C)C)ccc2S(=O)(=O)N([C@@H](C)CO)C[C@H]1C | -9 | 6 | 2 | 4 | 3[16.7 µM] | -1.4 | 1
CC[C@]12c3[nH]c4ccc(OC)cc4c3CCN1C(=O)C(CC(=O)NCCN1CCOCC1)C[C@@H]2C(=O)N1CCN(C(=O)C2CC2)CC1 (stereo partly drawn) | u | 4 | -23 | -4 | -7 | -0.1 | -5
CC(=O)c1cccc(CN2CCC(CO)(CCOc3ccccc3)CC2)c1 | 3 | 4 | -2 | 4 | 0 | 0.4 | -1
O=C(c1ccc(OC2CCN(Cc3ccccn3)CC2)cc1)N1CCC[C@H]1CO | 2 | 5 | -5 | 0 | 2 | -0.9 | 2
O=C1CCc2cc(NS(=O)(=O)c3ccc([N+](=O)[O-])cc3)cc3c2N1CC3 | -5 | -3 | 0 | 9 | -2 | 0.3 | 2
O=C1c2ccccc2CN1Cc1ccccc1 | -1 | 0 | 0 | -5 | -1 | x | 2
CN(C)S(=O)(=O)c1cccc(NC(=O)CCCC2CCCCC2)c1 | -3 | -15 | 2 | -1 | -3 | 4.0 | -1
CC1CCCCC1NC(=O)/C(C#N)=C/C=C/c1ccccc1[N+](=O)[O-] (stereo not drawn) | -9 | -4 | -1 | 7 | 102* | -12 | 1
CCNC(=O)C1(C)CCCN(CC(=O)c2ccccc2OC)C1 (stereo not drawn) | 11 | -2 | 2 | -4 | -4 | -0.5 | 2
CCCCCN(C(=O)CCC(=O)OC(C)C(=O)Nc1cccc(C#N)c1)c1c(N)n(CCCC)c(=O)[nH]c1=O (stereo not drawn) | 8 | 4 | -2 | 9 | -1 | -4.5 | 0
Cc1cc(C)c(NC(=O)CNC(=O)COC(=O)CN2C(=O)NC3(CCCC3)C2=O)c(C)c1 | -5 | 5 | -1 | 2 | 3 | -0.8 | -2
Cc1cccc2nc(-c3cccnc3)c(Nc3ccccc3)n12 | 0 | -9 | 1 | 0 | 1 | -0.6 | -3
N#C[C@H]1[C@@H](c2ccccc2C2=CCCCC2)[C@@H](CO)N1S(=O)(=O)c1ccccc1 | 14 | -3 | -1 | 0 | x | 0.6 | 0

Given with values under each structure: part of the list above.
The line under a structure holds: DENV2 CPE	ERp5 block	CASP6 VEID inh	SIRT5 block	miR-122 sensor	F508del corr	ERAP1 inh
> N#C[C@H]1[C@@H](c2ccccc2C2=CCCCC2)[C@@H](CO)N1S(=O)(=O)c1ccccc1
  14	-3	-1	0	x	0.6	0
> CC1CCCCC1NC(=O)/C(C#N)=C/C=C/c1ccccc1[N+](=O)[O-] (stereo not drawn)
  -9	-4	-1	7	102*	-12	1
> CN1CCN(C(=O)C(=O)c2cn(CC(=O)N3CCCC3)c3ccccc23)CC1
  15	-2	0	8	1	-0.1	1
> Cc1cc(C)c(NC(=O)CNC(=O)COC(=O)CN2C(=O)NC3(CCCC3)C2=O)c(C)c1
  -5	5	-1	2	3	-0.8	-2
> CC[C@]12c3[nH]c4ccc(OC)cc4c3CCN1C(=O)C(CC(=O)NCCN1CCOCC1)C[C@@H]2C(=O)N1CCN(C(=O)C2CC2)CC1 (stereo partly drawn)
  u	4	-23	-4	-7	-0.1	-5

The main list resumes; the 2 compounds before the break are reprinted first.
SMILES | DENV2 CPE | ERp5 block | CASP6 VEID inh | SIRT5 block | miR-122 sensor | F508del corr | ERAP1 inh
Cc1cccc2nc(-c3cccnc3)c(Nc3ccccc3)n12 | 0 | -9 | 1 | 0 | 1 | -0.6 | -3
N#C[C@H]1[C@@H](c2ccccc2C2=CCCCC2)[C@@H](CO)N1S(=O)(=O)c1ccccc1 | 14 | -3 | -1 | 0 | x | 0.6 | 0
CN1CCN(c2ccc(S(=O)(=O)N3CCCCC3)cc2NC(=O)COc2cccc(Cl)c2)CC1 | u | 0 | -3 | 3 | 5 | -0.5 | 3
C/C=C/c1ccc([C@H]2[C@@H](CO)N(C(=O)CN(C)C)C23CN(C(=O)C2CCCCC2)C3)cc1 | 2 | 12 | 2 | -3 | x | -0.6 | 3
COC(=O)c1ccc(/C=N/NC(=O)C2CC(=O)N(c3ccc(F)cc3)C2)cc1 (stereo not drawn) | 1 | 7 | -1 | -4 | 0 | -1.4 | 3
CCOc1ccc(C2NCCc3cc(OC)c(OC)cc32)cc1OC (stereo not drawn) | -1 | 1 | x | 5 | -6 | 1.0 | -3
O=C(CCn1ccc2cc(S(=O)(=O)N3CCCC3)ccc21)NCc1ccccc1F | -6 | -2 | -1 | 2 | -9 | -1.0 | -8
COc1cccc(CN(C)C[C@H]2OCc3ccccc3-c3ccccc3C(=O)N([C@@H](C)CO)C[C@H]2C)c1 | -2 | 9 | 0 | 8 | x | 1.4 | -1
COc1cccc(CNS(=O)(=O)/C=C/c2ccc(OC)c(OC)c2)c1 | 1 | -1 | 3 | 0 | 0 | x | -7
CCN(CC(=O)Nc1ccccc1OC)C(=O)CN1C(=O)NC(C)(c2ccc(C)cc2)C1=O (stereo not drawn) | 11 | -11 | 4 | -1 | -4 | -3.3 | 2
OC(CN1CCN(Cc2ccccc2)CC1)c1ccc(Br)cc1 (stereo not drawn) | u | 0 | 0 | x | x | -0.3 | x
CCCCc1ccc(NC(=S)NCC2CCCO2)cc1 (stereo not drawn) | 3 | -2 | 5 | -1 | 14 | 3.1 | 0
COCC(=O)N1C[C@@H](C)[C@@H](OC)CN(C)C(=O)c2ccc(NC(=O)Nc3ccccc3)cc2OC[C@H]1C | 8 | 5 | 1 | 0 | x | -0.8 | 2
O=c1c2ccccc2oc2c1oc1ccccc12 | -11 | 0 | 0 | -4 | -2 | 2.8 | 0
CN1OC[C@@H]2CN(C(=S)NCCc3ccccc3)[C@H](c3ccccc3Br)C[C@@H]21 | -3 | -8 | 2 | -3 | 5 | 2.4 | -9
CCCN(CCC)CC(=O)N1CC(=O)Nc2ccccc21 | 8 | 0 | 4 | 5 | -5 | 6.9 | -6
COC(=O)N(NC(=O)C(O)(CCC(C)C)CCC(C)C)c1ccccc1 | 0 | 2 | 2 | -1 | x | x | 3
O=C(NCc1ccccn1)C1CCN(Cc2cccc(OCc3ccccc3)c2)CC1 | x | 2 | -6 | -2 | -6 | x | -2
COC(=O)[C@@H]1C[C@@]2(O)[C@@H](O)[C@@H](O)[C@@H](O)C[C@H]2N1Cc1ccc(Cl)cc1 | 3 | 1 | 0 | x | 1 | 3.2 | -3
Clc1ccc(-n2ncc3c(NCc4cccnc4)ncnc32)cc1Cl | -1 | 7 | -1 | -4 | -8 | 2.3 | 1
O=C(c1ccc2c(c1)OCO2)N1CC(=O)N2[C@H](CO)[C@H](c3ccc(C#Cc4ccccc4)cc3)[C@H]2C1 | u | 4 | 0 | 0 | x | 5.5 | 3
